Source: PubChem (several laboratories)
MazF activator: increases E. coli MazEF RNase cleavage of RNA. P0AE70. FAM/BHQ RNA-DNA oligo cleavage fluorescence, 5 h. activation, % at 20 µM. actives 0.32% (n = 350,000). AID 504720; in the data active means activation above about 50%
Target sequence (P0AE70 whole entry, looked up): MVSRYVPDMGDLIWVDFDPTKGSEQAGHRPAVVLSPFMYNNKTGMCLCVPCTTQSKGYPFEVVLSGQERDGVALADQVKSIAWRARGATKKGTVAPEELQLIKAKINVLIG
DUSP3 inh: DUSP3 (human) phosphatase inhibition. AID 1654. P51452. inhibition, % at 13.3 µM. recombinant VHR phosphatase, pNPP absorbance. actives 0.52% (n = 290,000); in the data active means inhibition above about 50%; further: some compounds called inactive have numbers as strong as hits
Target sequence (P51452 whole entry, looked up): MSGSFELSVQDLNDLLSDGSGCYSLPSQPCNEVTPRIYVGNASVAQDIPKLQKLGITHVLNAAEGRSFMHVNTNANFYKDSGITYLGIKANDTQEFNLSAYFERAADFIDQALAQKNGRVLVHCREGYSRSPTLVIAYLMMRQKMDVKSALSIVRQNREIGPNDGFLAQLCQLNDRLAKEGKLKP
Anthrax LF inh2: blocks Bacillus anthracis lethal factor protease | P15917 | multiplex microsphere protease cleavage assay, LF | inhibition, % at 10 µM | actives 0.12% (n = 360,000); further: plate controls were buffer without enzyme for full effect and enzyme alone for no effect
Target sequence (P15917 whole entry, looked up): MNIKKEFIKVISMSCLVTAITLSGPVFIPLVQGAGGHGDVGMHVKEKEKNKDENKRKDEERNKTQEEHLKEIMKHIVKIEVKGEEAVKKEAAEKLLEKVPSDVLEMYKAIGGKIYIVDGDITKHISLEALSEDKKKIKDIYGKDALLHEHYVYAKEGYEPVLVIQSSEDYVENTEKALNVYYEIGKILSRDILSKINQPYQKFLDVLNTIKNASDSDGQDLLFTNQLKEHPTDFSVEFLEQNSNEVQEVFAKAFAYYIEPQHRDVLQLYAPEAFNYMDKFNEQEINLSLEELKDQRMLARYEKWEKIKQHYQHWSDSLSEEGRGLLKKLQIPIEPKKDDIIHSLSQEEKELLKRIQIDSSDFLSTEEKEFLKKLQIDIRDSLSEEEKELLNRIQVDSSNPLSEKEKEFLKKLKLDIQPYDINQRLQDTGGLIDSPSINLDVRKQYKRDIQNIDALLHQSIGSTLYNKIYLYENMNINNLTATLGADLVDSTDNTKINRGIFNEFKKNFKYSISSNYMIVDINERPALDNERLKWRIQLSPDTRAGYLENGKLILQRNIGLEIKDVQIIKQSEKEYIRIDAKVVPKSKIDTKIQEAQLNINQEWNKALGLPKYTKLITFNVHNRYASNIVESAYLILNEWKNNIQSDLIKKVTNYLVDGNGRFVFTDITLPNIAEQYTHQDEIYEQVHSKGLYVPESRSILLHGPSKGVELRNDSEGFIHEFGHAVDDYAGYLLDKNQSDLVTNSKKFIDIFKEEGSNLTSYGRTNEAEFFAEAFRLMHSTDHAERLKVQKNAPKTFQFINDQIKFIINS
PrPC TRFRET: inhibitors of human cell surface prion protein PrPC; TR-FRET read-out; inhibition, % at 13.8 µM; actives 0.43% (n = 370,000); AID 720596; in the data active means inhibition above about 24%; further: 0% = median of the test wells and 100% = reference compound wells
CCHF vOTU inh: blocks the CCHF virus ovarian tumor domain protease; CCHFV vOTU protease, Pep-AMC fluorescence; AID 651958; actives 0.55% (n = 370,000); inhibition, % at 11.5 µM; in the data active means inhibition above about 30%; further: 0% = vehicle wells with enzyme and 100% = no enzyme wells
SARS 3CLpro inh: SARS-CoV 3CLpro protease inhibition; actives 0.14% (n = 290,000); recombinant SARS-CoV 3CLpro, quenched FRET peptide cleavage; inhibition, % at 6 µM; in the data active means inhibition above about 12%
BoNT A protease: inhibitors of Botulinum neurotoxin A light chain protease; multiplex microsphere protease substrate cleavage, flow cytometry; inhibition, % at 10 µM; actives 0.17% (n = 360,000); further: plate controls were buffer without enzyme for full effect and enzyme alone for no effect
PriA SSB inh: blocks PriA binding to SSB C-terminal tail; actives 0.6% (n = 430,000); AlphaScreen SSBct-PriA binding, biotinylated peptide; inhibition, % at 33 µM; AID 1272365; in the data active means inhibition mostly above about 37%, no sharp cut-off; inactive means mostly below about 20%;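 further: plate controls were negative control peptide for no effect and reference peptide for full effect; strong numbers were not always called active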
Rv3671c protease: inhibitors of M. tuberculosis serine protease Rv3671c; P9WHR9; inhibition, % at 5.96 µM; actives 0.048% (n = 320,000); AID 2606; in the data active means inhibition above about 38%;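 further: extracellular domain of Rv3671c used as enzyme; 0% = enzyme with DMSO and 100% = no enzyme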
BoNT F protease: BoNT F light chain protease inhibition | AID 588497 | actives 0.22% (n = 360,000) | inhibition, % at 10 µM | Multiplex microsphere protease cleavage assay, flow cytometry; in the data active means inhibition above about 35%, passing the limit was not always enough; inconclusive means no clear call, values can overlap the other calls; further: plate controls were buffer without enzyme for full effect and enzyme alone for no effect
Active calls of the source: *; u = inconclusive; x = not tested or not shown; & = joins results of further samples. Unless noted, no stated cut-off is given here; in the data, active means inhibition above about 30%; inconclusive means no clear call, values can overlap the other calls; inactive means below that. This is a subset; rates above refer to the full screens.

SMILES	MazF activator	DUSP3 inh	Anthrax LF inh2	PrPC TRFRET	CCHF vOTU inh	SARS 3CLpro inh	BoNT A protease	PriA SSB inh	Rv3671c protease	BoNT F protease
Nc1cc(Cl)cc2c1-c1ccc(Cl)cc1C2O (centres undefined)	8	x	-4	0	8	x	0.3	-8	x	-1
COc1ccc(CN2CCC(N3CCC(C(=O)N4CCOCC4)CC3)CC2)c(F)c1	10	22	-6	-11	-7	-4	-0.6	-8	-6	1
Cc1ccc(CSc2nnc(-c3ccncc3)n2CC2CCCO2)cc1 (centres undefined)	-7	13	3	5	12	2	-0.6	-4	4	-8
O=S(=O)(Nc1ccccc1)c1ccc2c(c1)CCO2	9	28	x	-5	-14	0	x	6	15	x
Cc1ncoc1C(=O)N1CCCC(CCC(=O)NCc2ccc(F)c(F)c2)C1 (centres undefined)	0	19	0	3	-7	4	-0.6	-11	0	-6
Fc1ccc(N2CCN(Cc3cc4c(cc3Br)OCO4)CC2)cc1	-7	47	8	8	1	4	-1.4	-1	5	2
CCC(C)[C@H](N)c1nnc(SCC(=O)Nc2ccc(C)cc2C)o1 (some centres undefined)	5	14	2	1	10	1	-1.2	-8	-3	-5
Cc1ccccc1Cn1c(=O)n(CC2CCC(C(=O)NCCc3ccccc3)CC2)c(=O)c2ccccc21 (centres undefined)	-2	16	-3	-11	2	1	-0.9	-11	-10	-4
CC(c1ccc2c(c1)OCO2)n1c(=S)[nH]c2ccccc2c1=O (centres undefined)	-2	x	-3	11	24	x	-0.2	4	1	-2
Cc1ccc(/C=C2/Sc3ccc(C(=O)N4CCN(C)CC4)cc3NC2=O)cc1	-13	-31	-3	0	1	-2	-1.3	1	-10	-6
CC(=O)c1cccc(NC(=O)c2cc(-c3ccc(C)cc3)on2)c1	3	-9	0	-6	5	3	1.2	-8	-4	2
COc1cc2c(cc1OC)-c1nnc(-c3ccco3)n1C1(CCCC1)C2	1	18	1	0	2	-4	0.1	-12	-3	-6
Cc1cccc(NC(=S)NCCc2ccc(Cl)cc2)c1C	-11	1	-16	8	16	-2	1.6	2	-1	3
CCCNC(=O)c1cc(-c2ccc(OC)cc2)n(CCCOC)c1C	1	-4	1	-7	4	1	-0.4	11	1	0
O=C(COC(=O)Cc1ccccc1)NCc1ccc2c(c1)OCO2	0	x	-7	-1	4	x	-0.1	-4	6	0

A different layout for part of the listing above:
Results follow in this order: MazF activator	DUSP3 inh	Anthrax LF inh2	PrPC TRFRET	CCHF vOTU inh	SARS 3CLpro inh	BoNT A protease	PriA SSB inh	Rv3671c protease	BoNT F protease
- O=C(COC(=O)Cc1ccccc1)NCc1ccc2c(c1)OCO2
→ 0	x	-7	-1	4	x	-0.1	-4	6	0
- COc1cc2c(cc1OC)-c1nnc(-c3ccco3)n1C1(CCCC1)C2
→ 1	18	1	0	2	-4	0.1	-12	-3	-6
- Fc1ccc(N2CCN(Cc3cc4c(cc3Br)OCO4)CC2)cc1
→ -7	47	8	8	1	4	-1.4	-1	5	2

Going on with the list:
SMILES	MazF activator	DUSP3 inh	Anthrax LF inh2	PrPC TRFRET	CCHF vOTU inh	SARS 3CLpro inh	BoNT A protease	PriA SSB inh	Rv3671c protease	BoNT F protease
COc1cccc(C(=O)NCCCN2CCN(CCCNC(=O)c3cccc(OC)c3)CC2)c1	6	-4	-1	-14	1	0	0.3	3	11	-6
Nc1nnc(SCC(=O)Nc2sc3c(c2C(=O)c2ccccc2)CCCC3)s1	-10	18	1	1	-1	-1	0.6	22	-8	-7
Cc1ccc(-n2nc3c(=O)n(CCCC(=O)NCc4ccco4)nc(C)c3c2C)cc1	5	72	-2	16	13	-5	1.6	-8	1	9
CC[C@@H]1Cc2cc(O)ccc2C2=C1c1ccc(O)cc1C[C@H]2CC	85*	x	-12	12	-75	x	-0.8	8	23	-3
Cc1ccc(S(=O)(=O)N2CC3CCC2C3)cc1 (centres undefined)	-7	14	-1	2	-3	0	-0.8	-8	-6	-7
C[C@H](CO)N1C[C@H](C)[C@H](CN(C)Cc2ccc(-c3ccccc3)cc2)Oc2ccc(NS(=O)(=O)c3ccccc3)cc2CC1=O	-6	x	-6	x	x	x	-0.7	2	-34	0
CCC(=O)NC(c1ccc(C)cc1)c1ccc2cccnc2c1O (centres undefined)	7	11	-1	30*	-8	-2	2.1	-4	10	u
CCOC(=O)C1(CC2CCCCO2)CCN(S(=O)(=O)c2cccc(F)c2)CC1 (centres undefined)	-9	16	-8	6	17	-3	-0.6	2	6	-4
COc1cc(CNc2nnnn2C)cc(OC)c1OC	11	-12	5	-5	-9	1	6.2	2	9	u
Cc1cc(C(F)(F)Cl)n2ncc(-c3ccccn3)c2n1	2	-9	-3	-4	-2	0	-1.4	8	-7	6
COCCn1cc(C(=O)c2cc(Br)ccc2O)cc(C#N)c1=O	-8	-4	-2	-2	3	1	0.2	-13	-2	-1
COc1ccc(-n2c(O)cnc2Nc2nc(C)cc(C)n2)cc1OC	-9	24	4	-3	-3	0	0.3	-8	10	-3
COc1ccc(CC(=O)NNC(=O)CSc2nc(C)c(C)c(=O)[nH]2)cc1	3	24	0	10	7	3	-0.6	-10	10	-5
Cc1cnc(C(=O)NCCc2ccc(C(F)(F)F)cc2)cn1	13	-8	9	-1	6	1	-1.8	-6	7	-8
COCC(=O)N1CCC(n2nccc2NC(=O)c2ccccc2OC)CC1	-13	-10	1	-1	1	1	0.4	3	-2	9

Looked up above.
For PriA SSB inh, Cc1ccccc1Cn1c(=O)n(CC2CCC(C(=O)NCCc3ccccc3)CC2)c(=O)c2ccccc21 (centres undefined) has -11
For Rv3671c protease, Cc1ccc(-n2nc3c(=O)n(CCCC(=O)NCc4ccco4)nc(C)c3c2C)cc1 has 1
For Anthrax LF inh2, Cc1ccc(CSc2nnc(-c3ccncc3)n2CC2CCCO2)cc1 (centres undefined) has 3
For PrPC TRFRET, Nc1nnc(SCC(=O)Nc2sc3c(c2C(=O)c2ccccc2)CCCC3)s1 has 1

(further entries)
SMILES	MazF activator	DUSP3 inh	Anthrax LF inh2	PrPC TRFRET	CCHF vOTU inh	SARS 3CLpro inh	BoNT A protease	PriA SSB inh	Rv3671c protease	BoNT F protease
COc1ccc(-n2c(SCC(N)=O)nc3sc4c(c3c2=O)CCC4)cc1	19	26	-4	6	-6	-4	1.1	-5	-1	-5
Cc1cc(=O)oc2c(C)c(OC(C)C(=O)NCCN3CCOCC3)ccc12 (centres undefined)	-2	12	1	6	-13	-1	1.0	6	5	4
CSCCC(NC(=O)c1ccccc1Cl)C(=O)NCc1ccncc1 (centres undefined)	5	x	0	1	7	x	0.0	-8	-14	-9
NS(=O)(=O)c1cccc(NC(=O)COC(=O)CN2C(=O)C3CC=CCC3C2=O)c1 (centres undefined)	0	16	-1	10	-5	4	-1.5	-11	-17	-7
CCCCN(C(=O)COc1ccc(C)cc1OC)c1c(N)n(CCC)c(=O)[nH]c1=O	-5	9	-5	5	23	-8	0.0	0	2	0
Nc1c(C(=O)NCCN2CCOCC2)c2nc3ccccc3nc2n1Cc1ccccc1	-1	5	13	-7	-43	8	0.4	-13	1	u
Nc1nc(-c2ccccn2)nc(N)c1Cc1ccccc1F	7	24	4	7	-2	-5	-2.4	95*	-9	4
O=C(c1ccc(S(=O)(=O)Cc2cc(F)ccc2F)c([N+](=O)[O-])c1)N1CCCC1	-5	22	-4	-6	-6	0	-0.4	-4	7	-7
CC1CN(C(=O)c2ccc(COc3ccc4ccccc4c3)o2)CC(C)O1 (centres undefined)	-2	-1	-4	-2	11	-5	-0.8	-5	-6	-2
O=C(NC(NC1CCS(=O)(=O)C1)C(=O)c1cccs1)c1ccccc1 (centres undefined)	3	28	x	-3	2	0	x	-5	-4	x
O=C(CCN1CCC(c2cccs2)=N1)c1cccs1	-11	14	u	-15	6	4	1.8	-11	2	-5
COc1ccc(NS(=O)(=O)c2cc(NC(=O)c3cnccn3)ccc2OC)cc1Br	-4	7	-6	8	0	3	-0.2	-6	-4	0
Cc1ccc(O)c(C(=O)c2cnc3onc(-c4ccc(F)cc4)c3c2)c1	6	-7	-1	-3	-4	0	-0.5	-9	-24	-12
c1coc(CNc2c3c(nc4ncnn24)CCC3)c1	-5	0	-3	8	7	-1	5.9	4	-5	7
CC1CCCCC1NC(=O)CN(C)S(=O)(=O)c1ccc2c(c1)c(=O)n(C)c(=O)n2C (centres undefined)	15	-4	-6	1	15	0	0.5	-2	1	8
Cc1ccc2nc(-c3ccccc3O)c(Nc3ccc4c(c3)OCCO4)n2c1	7	-17	-2	8	0	-2	-0.9	8	15	-6
O=C(Nc1nc(-c2ccc(F)cc2)cs1)c1cnccn1	-12	1	-1	-2	-18	-1	-1.6	-14	-21	-16
O=S(=O)(NCC1CCCO1)c1ccc(NS(=O)(=O)c2ccc(F)cc2)cc1 (centres undefined)	9	36	-5	3	1	-1	-2.5	0	-10	-9
CCOc1ccc(-n2c(=O)cc(N3CCN(c4ccc(F)cc4)CC3)[nH]c2=O)cc1	-4	11	-2	0	-7	4	1.2	7	4	6
CCOC(=O)/C(C#N)=C(\N)C(C)C(=O)Nc1ccccn1 (centres undefined)	2	-14	-4	4	17	5	-0.4	x	2	-21
COc1ccc(CCN2C(=S)NC3CC2(C)Oc2ccc([N+](=O)[O-])cc23)cc1OC (centres undefined)	0	-14	x	-9	3	1	x	21	2	x
CCOc1ccccc1NC(=O)CN1CCCCCC1	-11	16	8	-6	-1	4	2.3	2	0	-15
Cc1noc(N)c1C1(O)C(=O)Nc2c(Cl)cc(Cl)cc21 (centres undefined)	3	13	-8	-1	-4	2	-0.4	-19	-7	3
Cc1ccccc1N1C(=O)C(Cl)=C(N2CCOCC2)C1=O	-2	17	7	7	3	1	3.8	-15	6	u
COc1cccc(CC(=O)OCC(=O)Nc2nnc(-c3ccccc3)o2)c1	0	x	1	3	-7	x	5.6	11	6	7
COc1ccc(CCNS(=O)(=O)c2ccc3c(c2)OCCO3)cc1OC	0	2	5	1	-2	-3	-1.6	-11	2	-35
COCCNS(=O)(=O)c1cccn1-c1ncc(C(F)(F)F)cc1Cl	1	-2	0	7	4	6	-0.1	-1	-4	-14
Cc1ccc(C)c(N2CCN(C(=O)CCc3nc(-c4ccccc4Cl)no3)CC2)c1	-2	x	-2	-6	3	x	-0.1	-5	x	-7
C[N+](C)(C)CCc1ccc(O)cc1	1	3	-4	2	-8	-8	0.2	-12	-12	-9
CC(=O)c1ccc(N2C(=NC(=O)CCc3ccccc3)SC3CS(=O)(=O)CC32)cc1 (centres undefined)	7	19	5	-6	11	2	-0.4	-5	-5	4
O=[N+]([O-])c1c(Nc2ccccc2O)cc(N2CCOCC2)c2nonc12	3	15	1	-16	1	1	1.4	-7	-4	20
O=S(=O)(Nc1nc2ccccc2nc1-[n+]1ccccc1)c1ccc(Cl)cc1	12	5	2	-26	-1	2	-0.1	x	-6	2
Cc1ccc(CNC(=O)c2cc3cc(Br)ccc3oc2=N)cc1	-7	19	-3	5	10	2	0.0	10	1	4
CC(C)CC(=O)c1c[nH]c(C(=O)NCc2cccs2)c1	-12	9	-2	12	6	-4	-0.6	-20	-7	3
CCCCNC(=O)C1(C)CCN1C(=O)c1cc(C)n(C(C)(C)C)n1 (centres undefined)	x	x	-1	-7	-7	x	-0.3	x	x	0
CC1(C)Oc2ccc3ccc(=O)oc3c2/C(=C/Nc2ccccn2)C1=O	0	12	0	-6	-20	-2	-1.5	x	2	-14
O=S(=O)(NCCc1c[nH]c2ccccc12)c1ccccc1	2	14	7	4	10	-3	-1.4	29	-10	-18
CCc1nc(SCc2ccc(C(=O)OC)o2)n[nH]1	-11	8	-6	0	-8	1	0.6	-2	-3	-3
COC(=O)c1nc(C(=O)OC)c(C(=O)OC)nc1C(=O)OC	7	25	8	0	8	-6	0.4	-4&-8	8	0
Cn1c(=O)c2c(nc(CN3CCN(c4ccc(F)cc4)CC3)n2CCN2CCOCC2)n(C)c1=O	-6	13	-1	1	2	-7	-1.0	1	0	-2
Cc1ccc([N+](=O)[O-])cc1NC(=O)CCc1ccccc1	5	19	4	-10	-9	0	-0.6	2	4	0
CS(=O)(=O)N(CC(=O)Nc1ccccc1C(=O)NCc1ccco1)c1ccccc1F	10	17	-1	-7	5	-2	0.3	3	-1	-5
